TrxR1 substrate: substrates of rat thioredoxin reductase 1; purified TrxR1 substrate turnover, NADPH consumption readout; Potency, µM (series often up to 114 µM), for inactives: at the top dose activity change, negative = substrate turnover; 390,000 tested, 0.01% active; O89049; AID 588456; note: % is set by controls: 0 for no effect and ±100 for the full control effect; nearly all actives have a fitted effect of over 50% in size
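Rat TrxR1, dispensed at 90 nM, was prereduced with 400 uM NADPH (final) for 5 min at ~22 deg C, then incubated with compound 15 min before 400 uM selenite. A first-read NADPH fluorescence drop versus no-compound background flagged substrates.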
RXFP1 agonist: agonists of human relaxin receptor RXFP1; HEK293T-RXFP1 cAMP TR-FRET, 30 min; response scale: percent of porcine relaxin response, buffer zero; Potency, µM (doses to about 57.5 µM), for the others: top-dose activation, most hits filed as activators; 370,000 tested, 0.3% active; AID 2676; note: % is set by controls: 0 for no effect and ±100 for the full control effect; nearly all actives have a fitted effect of over 60% in size; many of its hits are not listed in these tables
Target sequence (Q9HBX9 whole entry, looked up): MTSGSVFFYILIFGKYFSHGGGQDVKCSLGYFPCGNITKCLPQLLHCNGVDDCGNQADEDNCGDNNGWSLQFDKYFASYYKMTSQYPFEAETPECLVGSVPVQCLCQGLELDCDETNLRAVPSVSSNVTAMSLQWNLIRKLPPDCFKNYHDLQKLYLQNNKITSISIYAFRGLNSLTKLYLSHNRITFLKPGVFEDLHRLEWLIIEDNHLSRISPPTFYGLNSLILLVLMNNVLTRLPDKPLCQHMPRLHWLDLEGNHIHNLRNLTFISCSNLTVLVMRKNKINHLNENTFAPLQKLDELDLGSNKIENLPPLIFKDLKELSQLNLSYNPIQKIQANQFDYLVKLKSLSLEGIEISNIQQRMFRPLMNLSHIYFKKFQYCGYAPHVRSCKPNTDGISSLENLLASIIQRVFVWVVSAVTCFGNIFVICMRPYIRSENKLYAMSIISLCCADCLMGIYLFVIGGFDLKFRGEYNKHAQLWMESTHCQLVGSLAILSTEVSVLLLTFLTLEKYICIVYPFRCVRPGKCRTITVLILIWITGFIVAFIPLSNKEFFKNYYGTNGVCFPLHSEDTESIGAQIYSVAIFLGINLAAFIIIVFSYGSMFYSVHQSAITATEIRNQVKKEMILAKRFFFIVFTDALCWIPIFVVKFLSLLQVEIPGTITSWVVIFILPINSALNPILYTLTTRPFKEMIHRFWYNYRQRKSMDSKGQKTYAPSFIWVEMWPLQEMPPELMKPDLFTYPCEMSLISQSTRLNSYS
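HEK293 cells stably expressing RXFP1, treated 30 min at 37C with compounds plus PDE4 inhibitor Ro 20174; cAMP measured by HTRF TR-FRET. Normalized to buffer and 29 nM porcine relaxin; EC50 by Hill fit.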
Vif-APOBEC3F blk: blocks the Vif interaction with APOBEC3F; HeLa A3F-eYFP + Vif (tagged APOBEC3F with the HIV-1 protein that degrades it), YFP fluorescence increase; Potency, µM (top dose mostly 46.1 µM), for the others: top-dose activity, negative = active; 390,000 tested, 0.2% active; note: % of control where 0% means no effect; nearly all actives have a fitted effect of over 65% in size
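HeLa cells stably expressing A3F-eYFP plus Vif, plated and incubated overnight at 37 deg C, then exposed to compounds overnight at 37 deg C. Blocked degradation read as raised yellow fluorescence (Ex 488/Em 500-530).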
RGS4 inhibitor: human RGS4 inhibition. Transcreener GDP fluorescence polarization, RGS4-accelerated GTP hydrolysis. Potency, µM (titrated, usually from 114 µM), inactives show top-dose activity change, negative = inhibition, hits mostly inhibitors. 390,000 tested, 0.039% active. AID 504845; note: % is set by controls: 0 for no effect and ±100 for the full control effect; nearly all actives have a fitted effect of over 75% in size; some results filed as inactive show a strong effect at the top dose
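MLSMR compounds (23 nl, pin-transferred) preincubated 10 min at room temperature with a 500nM (2x) first reagent, then RGS4 at 900nM (2x) plus Transcreener GDP mix added; fluorescence polarization (620/688 nm) read before and after 90 min at 30 °C.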
mIDH1 inhibitor: inhibitors of human mutant IDH1 R132H; 390,000 tested, 0.093% active; Potency, µM (series often up to 76.6 µM), for inactives: at the top dose activity change, negative = inhibition, most hits filed as inhibitors; AID 602179; IDH1-R132H enzyme, NADPH consumption, diaphorase/resazurin fluorescence; note: % is set by controls: 0 for no effect and ±100 for the full control effect; nearly all actives have a fitted effect of over 65% in size
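IDH1-R132H (0.5 ug/mL) preincubated 30 min with compound, then NADPH (0.016 mM) and alpha-KG (2 mM) added; 80 min at RT, pH 7.5. Remaining NADPH coupled via diaphorase/resazurin to fluorescence (540/590 nm); concentration-response curves normalized to no-enzyme control.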
rTrxR1 inhibitor: blocks rat thioredoxin reductase 1. recombinant rTrxR1, NADPH fluorescence consumption, selenite substrate. 390,000 tested, 1% active. Potency, µM (top dose mostly 114 µM), for the others: top-dose activity change, negative = inhibition, usual class: inhibitors. AID 588453; note: % is set by controls: 0 for no effect and ±100 for the full control effect; nearly all actives have a fitted effect of over 65% in size
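Rat TrxR1 (90 nM in the dispensed reagent) was pre-reduced with 400 uM NADPH for 5 min at room temperature, then incubated with compound for 15 min. After 400 uM selenite was added, NADPH fluorescence (Ex 340/Em 450 nm) was followed for 8 min.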
Vif-APOBEC3G blk: blocks the Vif interaction with human APOBEC3G | Q9HC16 | HeLa A3G-eYFP + Vif (tagged APOBEC3G with the HIV-1 protein that degrades it), YFP fluorescence, overnight | Potency, µM (top dose mostly 46.1 µM), without a hit: at the top dose activity, negative = active, actives largely listed as inhibitors | 410,000 tested, 0.076% active | AID 602310;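 note: % is set by controls: 0 for no effect and ±100 for the full control effect; nearly all actives have a fitted effect of over 60% in size; hits raise eYFP signal because A3G escapes Vif-driven loss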
Target sequence (Q9HC16 whole entry, looked up): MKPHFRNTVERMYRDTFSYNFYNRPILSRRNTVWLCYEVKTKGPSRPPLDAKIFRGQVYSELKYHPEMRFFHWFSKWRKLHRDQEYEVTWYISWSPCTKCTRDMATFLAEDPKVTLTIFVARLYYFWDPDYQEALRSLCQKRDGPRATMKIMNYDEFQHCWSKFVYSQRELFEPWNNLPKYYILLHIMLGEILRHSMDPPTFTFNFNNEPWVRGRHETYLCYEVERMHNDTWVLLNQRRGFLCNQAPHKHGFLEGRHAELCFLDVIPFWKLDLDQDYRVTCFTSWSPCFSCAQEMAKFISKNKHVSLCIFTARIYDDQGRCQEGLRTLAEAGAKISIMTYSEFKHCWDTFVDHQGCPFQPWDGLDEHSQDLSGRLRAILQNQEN
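Read-out is eYFP fluorescence (Ex 488/Em 500-530) from Vif-expressing HeLa A3G-eYFP cells; more signal means A3G escaped Vif-mediated degradation. Cells plated overnight, compound pinned in, incubated overnight at 37 deg C.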
12-LOX inh: inhibitors of human 12S-lipoxygenase ALOX12 | P18054 | purified 12hLO, xylenol orange hydroperoxide absorbance | Potency, µM (highest dose often 108 µM), without a hit: at the highest dose activity change, negative = inhibition, most hits filed as inhibitors | 580,000 tested, 1.1% active; note: % is set by controls: 0 for no effect and ±100 for the full control effect
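Purified human 12hLO (150 nM final) in 25 mM Hepes, 0.01% Triton X-100, pH 7.0 was preincubated 15 min at room temperature with compound. Then 40 uM arachidonic acid was added, 30 min. Hydroperoxide was read by Fe-XO absorbance ratio 573/405 nm.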
USP1 inh: inhibitors of human USP1/UAF1 deubiquitinase; O94782; recombinant USP1/UAF1, Ub-Rhodamine cleavage fluorescence; Potency, µM (series often up to 57.1 µM), for the others: at the highest dose activity change, negative = inhibition, hits mostly inhibitors; 390,000 tested, 0.23% active; AID 743255; note: % is set by controls: 0 for no effect and ±100 for the full control effect; nearly all actives have a fitted effect of over 60% in size; inactives centre near -12
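USP1/UAF1 complex (1 nM) preincubated 15 min at room temperature with compound, then Ub-Rho substrate (150 nM final) added. Kinetic fluorescence at 480/540 nm over 6 reads at 60 s intervals; 50 mM HEPES pH 7.8, 0.5 mM EDTA, 0.1 mg/ml BSA, 1 mM TCEP, 0.01% Tween-20.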
Numbers without * were called inactive; i = inactive; ? = inconclusive; / = no result given; [ ] = dose if it differs, or a comment. Calls come from the whole dose curve; as a rule, active = well fitted curve in the direction sought with a large enough effect; inconclusive = small, poorly fitted or top-dose-only effect, or another doubt; inactive = no such curve, though single readings can be large; an effect the other way counts as inactive or inconclusive. Potency is the fitted concentration of half-maximal effect. Some of the compounds tested; rates above refer to the full screens.

SMILES | TrxR1 substrate | RXFP1 agonist | Vif-APOBEC3F blk | RGS4 inhibitor | mIDH1 inhibitor | rTrxR1 inhibitor | Vif-APOBEC3G blk | 12-LOX inh | USP1 inh
CC(C)(C)C(=O)Nc1c2c(nn1-c1ccccc1)CSC2 | 5% | 0.7% | 1% | -22% | -4% | 21% | -1% | 0% | -23%
CNC(=O)c1ccc(Nc2nnc(-c3ccc(C)c(S(=O)(=O)NCC4CCCO4)c3)c3ccccc23)cc1 (stereo not drawn) | -1% | -1.9% | 0% | -34% | 3% | -13% | -19% | 2% | -13%
CN(C)c1ccc(/C=N/NC(=O)CSc2ccccn2)cc1 | 4%[57.1 µM] | -2.3% | 3% | 2% | -4% | 2%[57.1 µM] | -3% | 0% | -22%
Cc1cc(C(=O)COC(=O)C23CC4CC(CC(O)(C4)C2)C3)c(C)n1-c1c(C)n(C)n(-c2ccccc2)c1=O | -11% | -0.2% | 3% | -15% | 3% | 14%[57.1 µM] | 2% | 0% | -7%
CC(C)(C)NC(=O)Cn1c(-c2nonc2N)nc2ccccc21 | 12%[57.1 µM] | -1.0% | -21% | -9% | -2% | 25%[57.1 µM] | 0% | 1% | -11%
CCOC(=O)Nc1nc2ccc(Cn3cccc3)cc2[nH]1 | 6%[57.1 µM] | / | -19% | -6% | -2% | -1%[11.4 µM] | ? | ? | -18%
ClCc1nc2ccccc2c2ccccc12 | 5%[0.457 µM] | 3.9% | ? | -36% | 11% | 8% | ? | ? | -29%
CCC(C)Sc1nnc(CSc2nc3nc(C)cc(C)n3n2)o1 (stereo not drawn) | 5% | -0.6% | -2% | -16% | 2% | 11% | 0% | -6% | -2%
CC(=O)N1CCc2cc(Br)cc(S(=O)(=O)NCc3ccc(Cl)cc3)c21 | 11% | -0.7% | -15% | -3% | 8% | 28% | 0% | 3% | ?
CCCCc1c(O)nc(SCC(=O)N2CCOCC2)[nH]c1=O | 7%[57.1 µM] | 2.2% | -4% | 10%[11.4 µM] | 3% | 5%[57.1 µM] | -1% | 3% | -14%
O=C(C1CCC1)N1CCc2cc(S(=O)(=O)NCc3ccccn3)ccc21 | -6% | 1.8% | -9% | -1% | 4% | 13% | -3% | 12% | -3%
CCOC(=O)c1[nH]c(C)c(C(=O)Nc2ccc(C)c(Cl)c2)c1C | 3% | -0.1% | -9% | 3% | 12% | 20% | -17% | 15% | -15%
Cc1cccc(OCc2ccccc2)n1 | -1%[57.1 µM] | / | 0% | -12% | 5% | 4%[2.29 µM] | 2% | -8% | -6%
COc1cccc(-n2c(SCC(N)=O)nc3c(oc4ccccc43)c2=O)c1 | 2% | 0.1% | -10% | 20% | 15% | 14% | -11% | ? | -14%
COc1ccc(Cn2c(=O)[nH]c3cc(C(=O)N4CCN(c5ccc(C(C)=O)cc5)CC4)ccc3c2=O)cc1 | -5% | 0.6% | -2% | 23% | -9% | -2% | 2% | -24% | -6%
O=C(CNC(=O)c1ccco1)OCc1ccc(C(=O)Oc2ccccc2)cc1 | 3% | -0.1% | 1% | -8% | 1% | 2% | -4% | -4% | -9%
COc1ccc(NC(=O)CSc2nc(-c3ccco3)nc3cc(=O)[nH]n23)cc1 | 3%[57.1 µM] | 5.1% | 2% | ? | 12% | -6%[57.1 µM] | -7% | -14% | -25%
O=C(CSc1nncs1)Nc1nccs1 | 5% | 0.7% | 3% | 11% | 0% | 24% | 0% | ? | -10%
C[C@@H]1CN([C@H](C)CO)C(=O)CCCn2nncc2CO[C@H]1CN(C)C(=O)c1ccc(N2CCN(C)CC2)cc1 | / | / | 1% | / | -3% | / | -4% | -9% | ?
C/C(=N\N1CCN(Cc2ccc(Cl)cc2)CC1)c1ccc(F)cc1 | 4% | 0.8% | 0% | 9% | 3% | 27% | 3% | ? | -27%
c1ccc(-c2cnc(C3CCCCC3)o2)cc1 | 8%[57.1 µM] | / | -6% | 31% | 2% | 16%[57.1 µM] | 7% | -3% | -7%
Cc1nc2c(C)cccc2c2c1CCN2c1ccccc1F | 127%[activator] | 17% | 0% | 20% | -6% | 30% | 1% | -4% | -6%
COc1ccc(OC)c(NS(=O)(=O)c2ccc(Cl)s2)c1 | 5% | 0.3% | -3% | -10% | 6% | 10% | ? | ? | -14%
CS(=O)(=O)N(CC(=O)NCCSc1ccccc1)c1cc(C(F)(F)F)ccc1Cl | 11% | 1.8% | 8% | 10% | 4% | 12% | -1% | -15% | -24%

Single records, from the list above.
`O=C(CNC(=O)c1ccco1)OCc1ccc(C(=O)Oc2ccccc2)cc1` across the screens: TrxR1 substrate: 3%; RXFP1 agonist: -0.1%; Vif-APOBEC3F blk: 1%; RGS4 inhibitor: -8%; mIDH1 inhibitor: 1%; rTrxR1 inhibitor: 2%; Vif-APOBEC3G blk: -4%; 12-LOX inh: -4%; USP1 inh: -9%
`C/C(=N\N1CCN(Cc2ccc(Cl)cc2)CC1)c1ccc(F)cc1` across the screens: TrxR1 substrate: 4%; RXFP1 agonist: 0.8%; Vif-APOBEC3F blk: 0%; RGS4 inhibitor: 9%; mIDH1 inhibitor: 3%; rTrxR1 inhibitor: 27%; Vif-APOBEC3G blk: 3%; 12-LOX inh: ?; USP1 inh: -27%

Next section
SMILES | TrxR1 substrate | RXFP1 agonist | Vif-APOBEC3F blk | RGS4 inhibitor | mIDH1 inhibitor | rTrxR1 inhibitor | Vif-APOBEC3G blk | 12-LOX inh | USP1 inh
O=c1[nH]nc(Sc2ncnc3sccc23)n1CCc1ccccc1 | 3% | 3.6% | / | -6% | 7% | ? | -21% | -26% | -12%
CCOC(=O)c1c(S(=O)(=O)N2CCC(C(=O)Nc3ccc(C)c(Cl)c3)CC2)c(C)n(C)c1C | 1%[57.1 µM] | 2.9% | 0% | 15% | -10% | 11%[57.1 µM] | -4% | ? | -23%
COc1ccc(NC(=O)c2c(Cl)nc3ccccn23)cc1 | -8% | 10% | 0% | -1% | 0% | -16% | -6% | -1% | -10%
CCCn1c(/N=C/c2ccc3c(c2)OCO3)nc2ccccc21 | 0%[57.1 µM] | 2.3% | -2% | 7% | 3% | 15%[57.1 µM] | 1% | 23% | -6%
Cc1cccc(C)c1NC(=O)CCS(=O)(=O)c1ccc2c(c1)n(C)c(=O)c(=O)n2C | -1% | ? | / | 13% | / | -14% | / | -4% | -18%
O=C(Nc1ccccc1N1CCOCC1)c1cccc([N+](=O)[O-])c1 | 4% | -0.9% | -2% | 6% | 3% | 3% | -6% | -12% | -20%
Cc1ccc(N2C(=O)CC(N3CCN(S(=O)(=O)c4ccccc4)CC3)C2=O)c(C)c1 (stereo not drawn) | 1% | 0.6% | -3% | 17% | 3% | 0% | 0% | 0% | -19%
O=C(Nc1cc(Cl)ccc1N1CCOCC1)C1=COCCO1 | -4% | 3.0% | -4% | -19% | 8% | 8% | -17% | 7% | -13%
C#CCOc1ccc(/C=C2/C(=O)N(c3cccc(C(=O)O)c3)N=C2C)cc1OC | -3% | -2.4% | 2% | ? | -7% | -7% | 5% | 0% | -12%
COc1ccc(/C=C2\Sc3ccc(C(=O)NC4CC4)cc3N(C)C2=O)cc1OC | -6% | 0.2% | 3% | 4% | -2% | 16% | -15% | 12% | -16%
CCCOc1ccc(/C=C2\SC(=S)N(CC3CCCO3)C2=O)cc1 (stereo not drawn) | -16% | 4.6% | -10% | -10% | -9% | 8%[57.1 µM] | 2% | -5% | -23%
CCOc1ccc(/C(=N\O)C(C)NO)cc1 (stereo not drawn) | 5% | 0.2% | 5% | 26% | 6% | 3% | 0% | -7% | -2%
COc1ccc(C(=O)NCc2nnc(SCC(=O)c3ccccc3)n2C)cc1OC | -5% | 3.2% | 5% | -38% | 13% | -7% | -3% | -5% | -19%
O=S(=O)(Cc1ccccc1)N1CCc2ccccc2C1 | 6% | 3.2% | -2% | -21% | 0% | 17% | -1% | 25% | -5%
CCN1CCN(C(c2ccccc2)c2nnnn2CCc2ccc(OC)c(OC)c2)CC1 (stereo not drawn) | -7% | 0.0% | -3% | -9% | -1% | -9% | 2% | -11% | -2%
O=c1[nH]c(=O)c2[nH]c(=O)n(-c3ccccc3)c2[nH]1 | -6%[57.1 µM] | / | -12% | -6% | -5% | 3% | 4% | -15% | -28%
CCc1cccc(OCCCn2ccnc2)c1 | 9%[57.1 µM] | -0.3% | 13% | -2% | 13% | 5%[57.1 µM] | -1% | ? | -11%
CCn1c2ccccc2c2cc(NC(=O)COC(=O)c3cc(OC)c(OC)cc3OC)ccc21 | 0% | 1.0% | 2% | -11% | 1% | -13% | -2% | -7% | -17%
COc1cc(-c2cc(OC)c3c(C)oc(C)c3c(=O)c2)ccc1OC(=O)c1ccccc1F | -5% | 1.3% | 7% | -16% | 15% | 7% | 0% | 0% | ?
Cc1cccn2c(=O)c(C(=O)NCCCN3CC(C)CC(C)C3)c(O)nc12 (stereo not drawn) | 13%[57.1 µM] | 1.8% | -5% | 8% | -1% | 13%[57.1 µM] | 1% | ? | -14%
CCOc1cccc(CC(=O)N2CCc3c([nH]c4ccccc34)C2c2ccc(F)cc2)c1OCC (stereo not drawn) | 4%[57.1 µM] | 3.2% | -20% | 2% | 48%[activator] | 38%[activator][57.1 µM] | 2% | -25% | -26%
O=C(CN(Cc1ccccc1)S(=O)(=O)c1ccc(F)cc1)NCc1cccnc1 | -5% | -1.9% | 4% | 7% | 8% | -3% | 0% | i | -6%

Assay outcomes (PubChem)
